Assay outcomes (PubChem)
MOR-DOR inv ag: inverse agonists of human mu-delta opioid receptor heterodimerization; P35372+P41143; inhibition, % at 9.3 µM; AID 504357; cell-based MOR-DOR heterodimer luminescence, inverse agonism; 340,000 tested, 0.21% active; in the data active = inhibition above about 22%, passing the limit was not always enough;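 also: 0% = cells with DMSO and 100% = wells without cells with DMSO; values of inactives mirror those of a sister screen read the other way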
LANA DNA inh: inhibitors of KSHV LANA C-terminal domain DNA binding; 340,000 tested, 0.078% active; MBP-C-LANA/FAM-LBS DNA binding, fluorescence polarization; inhibition, % at 9 µM; AID 504423;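 active = highest replicate inhibition at or above 60% at 9 µM, even if other replicates fall short; inactive = all replicates below 60% inhibition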;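 also: 0% = neutral control wells and 100% = 4 µM acridine orange control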
RTF Ca sens inh: cardiac RTF calcium desensitization; P19429+P45379; IANBD-labeled cardiac RTF, Ca2+ fluorescence; inhibition, % at 7.15 µM; 340,000 tested, 0.12% active;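 active = inhibition above the mean inhibition of all tested compounds plus 3 SD, cut at about 17% in these data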;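 also: assay run at fixed EC70 calcium of 1.6 mM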
Keap1 Nrf2 FP: inhibitors of human Keap1-Nrf2 protein-protein interaction | Q14145 | Keap1 Kelch-Nrf2 peptide fluorescence polarization, 1536-well | inhibition, % at 9.4 µM | 340,000 tested, 0.15% active; in the data active = inhibition above about 12%;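 also: human Keap1 Kelch domain with fluorescein labeled Nrf2 9mer peptide probe; 0% = neutral control wells and 100% = peptide positive control; higher means more block of Keap1 binding to Nrf2 peptide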
Target sequence (Q14145 whole entry, looked up, the tested form may be a part): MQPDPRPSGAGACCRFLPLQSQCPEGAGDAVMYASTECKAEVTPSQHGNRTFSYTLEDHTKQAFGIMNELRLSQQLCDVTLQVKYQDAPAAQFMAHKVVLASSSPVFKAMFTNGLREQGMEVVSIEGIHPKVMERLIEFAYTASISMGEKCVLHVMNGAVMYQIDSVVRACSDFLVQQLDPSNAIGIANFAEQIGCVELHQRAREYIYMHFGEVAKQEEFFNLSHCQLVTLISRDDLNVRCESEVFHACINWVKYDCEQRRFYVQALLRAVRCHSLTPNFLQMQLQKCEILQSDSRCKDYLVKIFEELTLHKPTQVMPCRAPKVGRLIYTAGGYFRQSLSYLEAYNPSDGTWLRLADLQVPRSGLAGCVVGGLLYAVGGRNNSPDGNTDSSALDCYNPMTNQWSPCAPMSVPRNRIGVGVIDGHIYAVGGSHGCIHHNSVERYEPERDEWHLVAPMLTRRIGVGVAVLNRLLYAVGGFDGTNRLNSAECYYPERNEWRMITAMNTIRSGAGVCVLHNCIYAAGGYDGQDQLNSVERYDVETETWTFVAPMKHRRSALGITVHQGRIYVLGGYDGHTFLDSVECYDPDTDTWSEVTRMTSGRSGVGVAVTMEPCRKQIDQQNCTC
V-ATPase pHluor: alters yeast V-ATPase proton transport. response, % at 10 µM. 350,000 tested, 0.37% active. S. cerevisiae, pHLuorin cytosolic pH fluorescence; in the data active = response mostly above about 7.3%, no sharp cut-off; inactive = mostly below about 5.4%; also: actives read high; inactives centre near 0; some compounds called inactive have numbers as strong as hits; reference of the scale not given here
MOR-DOR ag: OPRM1-OPRD1 heterodimerization agonism; P35372+P41143; cells, luminescence; activation, % at 9.3 µM; 340,000 tested, 0.3% active; AID 504326; in the data active = activation above about 18%;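 also: 0% = vehicle-treated cells and 100% = reference agonist; values of inactives mirror those of a sister screen read the other way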
cardiac RTF act: increases calcium sensitivity of human cardiac regulated thin filaments. P19429+P45379. IANBD-labeled TnC RTF fluorescence at EC20 calcium; 0% EC20 calcium, 100% full calcium. activation, % at 7.2 µM. 340,000 tested, 0.24% active. AID 493008;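 active = activation above the mean over all tested compounds plus 3 SD, cut at about 30% in these data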;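 also: rise in fluorescence read as greater calcium sensitivity of cardiac thin filaments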
CAL PDZ FP: inhibitors of human CAL PDZ peptide binding; purified CAL PDZ, TMR-peptide fluorescence polarization, 1 h; inhibition, % at 24.9 µM; 300,000 tested, 0.92% active; AID 602252;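 active = mean inhibition of at least 30% with at least half of replicates also reaching 30%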;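 also: 0% = DMSO neutral control and 100% = excess unlabeled competitor peptide PRC23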
HTR5A ag: activates human HTR5A in OPRM1-OPRD1 agonist counter-screen. P47898. HTR5A agonist assay, luminescence, cell-based. activation, % at 9.3 µM. 340,000 tested, 0.61% active; in the data active = activation mostly above about 9.5%, no sharp cut-off; inactive = mostly below about 7.6%;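 also: 0% = cells with vehicle only and 100% = reference agonist; strong numbers were not always called active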
Target sequence (P47898 whole entry, looked up): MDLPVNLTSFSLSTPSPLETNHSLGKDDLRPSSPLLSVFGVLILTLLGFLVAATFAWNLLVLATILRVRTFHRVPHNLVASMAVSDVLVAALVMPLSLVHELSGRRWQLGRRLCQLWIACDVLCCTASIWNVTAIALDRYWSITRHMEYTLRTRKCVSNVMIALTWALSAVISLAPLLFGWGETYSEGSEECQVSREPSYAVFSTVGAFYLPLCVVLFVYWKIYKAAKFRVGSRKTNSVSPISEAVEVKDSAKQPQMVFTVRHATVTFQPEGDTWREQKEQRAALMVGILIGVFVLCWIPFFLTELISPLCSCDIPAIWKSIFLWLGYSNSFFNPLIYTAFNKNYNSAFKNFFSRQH
HTR5A inv ag: HTR5A inverse agonism, opioid heterodimer counter-screen; AID 504634; P47898; HTR5A cell line, luminescence; 340,000 tested, 0.083% active; inhibition, % at 9.3 µM; in the data active = inhibition mostly above about 23%, no sharp cut-off; inactive = mostly below about 18%;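 also: 0% = cells with DMSO and 100% = no-cell wells with DMSO; some compounds called inactive have numbers as strong as hits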
Starred values were filed as active, the others as inactive; · = not tested or not shown; & = joins results of further samples.

SMILES | MOR-DOR inv ag | LANA DNA inh | RTF Ca sens inh | Keap1 Nrf2 FP | V-ATPase pHluor | MOR-DOR ag | cardiac RTF act | CAL PDZ FP | HTR5A ag | HTR5A inv ag
Cc1cccnc1NC(=O)c1cccc(S(=O)(=O)N2CCCc3ccccc32)c1 | -6 | 1.5 | -1 | -6 | -1 | 1.1 | 0 | -5 | 2 | 0
COc1ccc(C(=O)c2oc3ccc(OC)cc3c2NC(C)=O)cc1 | -6 | 0.6 | -4 | -5 | -2 | 1.2 | 3 | -5 | 1 | -4
Cc1nn(CC(=O)N2CCc3ccccc32)c(C)c1S(=O)(=O)NC(C)(C)C | 8 | 1.9 | -2 | -9 | 4 | -1.6 | 5 | -6 | -1 | 6
Cc1ccc(CNc2oc(COc3ccccc3Cl)nc2C#N)cc1 | -9 | -0.2 | -13 | -6 | -2 | 2.2 | -4 | · | 2 | 1
COC(CN(C)C(=O)c1ccc2c(c1)NC(=O)c1ccccc1S2)OC | 9 | 3.7 | -7 | -5 | 0 | -1.9 | -1 | -3 | 3 | -10
CN(C)CCCn1cnc2c1c(=O)[nH]c(=O)n2Cc1ccccc1 | 11 | -0.1 | 1 | -6 | -3 | -2.4 | 1 | 0 | -2 | 8
COc1cccc(CNn2c(-c3cccc(C)c3)nc3ccccc3c2=O)c1 | -36 | -0.7 | -1 | -4 | 1 | 6.4 | -8 | -5 | 4 | -8
COc1ccc(C(=O)NCCS(=O)(=O)NCCc2ccccc2)cc1 | 6 | -0.4 | 9 | -1 | -3 | -0.9 | -4 | -2 | 1 | -3
CCOC(=O)C1=C(C)N(c2ccc(OC)cc2)C(=O)/C1=C\c1cccs1 | 10 | -0.5 | 1 | -5 | -5 | -2.0 | -6 | 3 | -1 | 3
O=C(/C=C/c1cccc([N+](=O)[O-])c1)c1cccs1 | 30 | -1.0 | -5 | 4 | 3 | -6.0 | 4 | -2 | -7 | 16
COc1ccc(CN(C)c2ncnc(N)n2)cc1 | 8 | 1.0 | 4 | -3 | 1 | -1.3 | -3 | -3 | -4 | -14
Cc1c(-c2ccccc2)sc(Br)c1C(=O)N1CCOCC1 | 15 | -1.1 | -7 | -1 | -5 | -2.5 | 10 | -1 | -2 | -11
NS(=O)(=O)c1cccnc1Nc1cccc(Cl)c1 | -6 | -0.4 | -4 | -3 | 7 | 1.5 | 3 | · | 2 | -4
O=C(COC(=O)c1ccc2c(c1)OCCO2)Nc1cc(Cl)ccc1Cl | 4 | -1.4 | -5 | -6 | 0 | -0.7 | 9 | -1 | 0 | -21
COC1=Cc2c(ccc3ccc(=O)oc23)OC1(C)C | -4 | 0.9 | -5 | 1 | -3 | 1.0 | -1 | -2 | 10 | -27
Nc1c(-c2ccccc2)sc2ccc3ccccc3[n+]12 | 9 | 17 | -3 | -4 | -5 | -1.7 | -6 | -3 | 5 | -7
CSCCC1(C(=O)O)NC(c2ccccc2O)C2C(=O)N(C(C)C)C(=O)C21 (configuration not stated) | 12 | -1.0 | -5 | -4 | 3 | -2.3 | 3 | 1 | 5 | -16
COc1cc(NC(=O)CCc2nnc3ccc(N4CCC(C)CC4)nn23)cc(OC)c1 | 5 | -1.8 | 4 | -4 | 1 | -1.0 | -3 | 0 | 3 | -14
COc1cccc(Oc2cn[nH]c2-c2ccc(OC)cc2O)c1 | -32 | 0.1 | -1 | 2 | -2 | 5.9 | -5 | · | 3 | -12
CCC(=O)Nc1c(C)c(CC)nc2ccccc12 | 12 | 1.3 | 2 | 1 | -5 | -2.2 | 8 | · | 6 | 1
CCOC(=O)N1CCN(C(=O)/C(=C/c2ccc(Br)cc2)NC(=O)c2ccc(OC)cc2)CC1 | 12 | 0.1 | -11 | 2 | 0 | -2.3 | -4 | 5 | -1 | 4
COc1ccc(N(CC(=O)Nc2cc(C(=O)O)ccc2C)S(=O)(=O)c2c(C)noc2C)cc1 | 13 | -1.4 | -3 | 2 | 0 | -2.5 | -3 | -6 | 2 | -5
Cc1cc2nc(-c3ccc(SCc4ccc(C#N)cc4)nc3)[nH]c2cc1C | -16 | 0.3 | -11 | -8 | 3 | 2.8 | -15 | -4 | 8 | 11
CCCc1c(C(=O)N/N=C/c2cccs2)nnn1-c1nonc1N | 8 | -3.0 | 7 | -4 | 3 | -1.7 | -2 | 2 | 6 | 0
COc1ccc(OC)c(S(=O)(=O)N2CCN(CC(O)CN3CCOCC3)CC2)c1 (configuration not stated) | -2 | -1.1 | 0 | -1 | 1 | 0.5 | -3 | -3 | -5 | 13
O=[N+]([O-])c1ccc(NC(=S)N2CCc3ccccc3C2)cc1 | -4 | -0.7 | -1 | -6 | -1 | 0.7 | -5 | -5 | -2 | 5
CCC(=O)n1nc(-c2ccc(Cl)cc2)nc1SC | 9 | 0.2 | 5 | 3 | -4 | -1.6 | -1 | 3 | -4 | 8
CC(C)N1CCN(Cc2cccc(-n3cccn3)c2)CC1CCO (configuration not stated) | 1 | 0.2 | -5 | -3 | -2 | -0.1 | 1 | -3 | 5 | 9
C=CCOc1cccc(/C=N/NC(=O)CC(=O)NC2CCCCC2)c1 | 12 | 1.0 | 1 | -1 | -1 | -2.3 | -2 | 1 | 0 | -7
Cc1cccc(Oc2ccc(S(=O)(=O)N3CCCCC3)cc2N)c1 | -39 | 1.4 | -7 | 3 | 0 | 7.5 | 0 | -2 | 1 | -4

Some entries already given, reduced to HTR5A inv ag:
| smiles | HTR5A inv ag |
| --- | --- |
| COc1ccc(OC)c(S(=O)(=O)N2CCN(CC(O)CN3CCOCC3)CC2)c1 (configuration not stated) | 13 |
| O=[N+]([O-])c1ccc(NC(=S)N2CCc3ccccc3C2)cc1 | 5 |

(cont.)
SMILES | MOR-DOR inv ag | LANA DNA inh | RTF Ca sens inh | Keap1 Nrf2 FP | V-ATPase pHluor | MOR-DOR ag | cardiac RTF act | CAL PDZ FP | HTR5A ag | HTR5A inv ag
NS(=O)(=O)c1ccc(NC(=S)N2CCN(c3ccc(Cl)c(Cl)c3)CC2)cc1 | -13 | -0.1 | -6 | -2 | 2 | 2.5 | -7 | 2 | 2 | 17
CCC(CO)[n+]1c(C)cc(/C=C2\Sc3ccccc3N2Cc2ccccc2)cc1C (configuration not stated) | 1 | -22 | -23 | -22 | -5 | -0.3 | 40* | 1 | 7 | -27
COc1ccc2c(c1)CCc1c(C(=O)N3CCCCCC3)noc1-2 | -16 | -2.2 | 5 | -1 | -8 | 3.0 | -4 | -4 | 5 | -11
CCCC1(C2CCCC2)NC(=O)NC1=O (configuration not stated) | -4 | 1.7 | -1 | 3 | 1 | 0.7 | 0 | -3 | 6 | -23
CS(=O)(=O)N(CC(=O)N1CCc2ccccc2C1)c1cccc([N+](=O)[O-])c1 | 8 | 1.8 | -5 | -3 | 5 | -1.5 | 0 | · | 5 | -6
O=C(NCC(c1cccs1)N1CCOCC1)c1cc(=O)[nH]c2ccccc12 (configuration not stated) | 2 | 0.3 | -2 | -6 | 0 | -0.4 | -4 | -1 | 0 | 12
COc1cccc(OCC(=O)O/N=C(\N)c2ccncc2)c1 | 12 | -1.2 | -8 | -1 | 1 | -2.3 | -5 | -3 | 2 | 18
COc1ccccc1CNC(=O)C(CCSC)NC(=O)c1cccc(S(=O)(=O)N2CCOCC2)c1 (configuration not stated) | 7 | -0.8 | 2 | 1 | -2 | -1.4 | -7 | 0 | 0 | 1
O=C(Cn1c(=O)oc2ccccc21)Nc1ccc(F)c(F)c1 | 14 | -1.2 | -1 | -4 | 0 | -3.2 | -3 | 1 | -1 | 4
O=C1CSC(=Nc2cccc(C(=O)O)c2)N1 | 6 | -0.1 | -3 | 0 | 4 | -1.3 | -1 | · | -5 | -2
COCCSc1ccccc1C(=O)NCc1ccco1 | -6 | -0.2 | 1 | 1 | 1 | 1.0 | 2 | 0 | 15 | -39
Cc1cc(C)c(NC(=O)CN2CCN3CCCC3C2)c(C)c1 (configuration not stated) | 10&14 | 1.3&0.2 | -1&0 | -2&3 | 0&-2 | -2.4&-2.8 | -6&1 | -5 | 2&-4 | -7&10
CCOC(=O)C1(Cc2cccc(Cl)c2)CCCN(C(=O)CN2C(=O)CSC2=O)C1 (configuration not stated) | 12 | 6.4 | -2 | 3 | -4 | -3.7 | 5 | 2 | 0 | 2
O=[N+]([O-])c1c(O)c(Cl)cc(Cl)c1Cl (tested in a mixture with another compound) | 9 | -0.5 | 7 | -2 | -2 | -1.7 | -4 | · | -5 | 17
O=C(COC(=O)COc1ccc(Cl)cc1)NCCNC(=O)COC(=O)COc1ccc(Cl)cc1 | 0 | -0.5 | 2 | -4 | -2 | 0.0 | 6 | 0 | -1 | 2
Cc1ccc(C)c(NC(=O)COC(=O)c2ccc3c(c2)OCCO3)c1 | 1 | 0.1 | -3 | -2 | 2 | -0.3 | -2 | -2 | -1 | -2
CC(C)NC1(C(N)=O)CCNCC1 | 11 | -0.4 | 0 | -3 | -3 | -2.0 | 2 | · | -3 | 11
COc1cc(C(=O)OCC(=O)Nc2cc(C)on2)cc(OC)c1OC | 4 | -1.7 | -2 | -4 | 4 | -0.8 | 0 | · | -1 | 3
CCOC(=O)c1c(CSC(=N)N)n(-c2ccc(C)cc2)c2cc(Br)c(OC(C)=O)cc12 | -93 | -0.3 | 7 | -2 | 0 | 16 | 10 | -10 | 17* | -98
CN1CN(C)C(c2ccncc2)=C1c1ccncc1 | 17 | 0.4 | 2 | -2 | 0 | -3.3 | -6 | -1 | -1 | 5
Cn1cc([N+](=O)[O-])c(C(=O)Nc2ccc3nc(-c4ccccc4)[nH]c3c2)n1 | -4 | -4.2 | 1 | -3 | -12 | 0.7 | 2 | -5 | 0 | 14
O=C(NNC(=O)C12CC3CC(CC(C3)C1)C2)c1cccc(O)c1 | 3 | 0.0 | -21 | -1 | 2 | -0.3 | -4 | -6 | -3 | 9
CCc1nnc(N/N=C/c2ccc(-c3ccc([N+](=O)[O-])cc3)o2)n1N | -36 | 0.0 | 2 | -3 | 0 | 6.2 | 1 | 1 | 0 | -1
CCOCCCN(Cc1ccco1)C(=O)c1cc2c(=O)[nH]c3ccc(C)cc3c2s1 | -38 | -0.2 | -4 | -8 | -5 | 6.5 | 2 | · | 12 | -38
O=C(CSc1ccc2nnc(-c3cccs3)n2n1)N1CCOCC1 | 16 | 1.2 | -7 | -2 | 0 | -2.7 | -2 | · | 0 | 1
CCOc1ccc(NC(=O)C(=O)N/N=C/c2ccccc2F)cc1 | 3 | 0.5 | 2 | 2 | -3 | -0.6 | -1 | -4 | 1 | -3
CCOC(=O)c1oc2nc(C(C)C)c3c(c2c1N)CCC3 | 15 | 0.5 | -8 | -1 | 0 | -2.6 | 5 | -4 | 1 | -23
COc1cc(C(=O)Nc2sc(C)c(C)c2C(=O)O)cc(OC)c1OC | 14 | 0.7 | -7 | -1 | -2 | -2.9 | 2 | -1 | 3 | -7
Fc1ccc(N2CCN(c3ncnc4c3nnn4Cc3ccccc3Cl)CC2)cc1 | 7 | -0.6 | 2 | -2 | 2 | -1.3 | 0 | -1 | 0 | 6
Cc1ccccc1N1C(=O)[C@@H]2Cc3ccccc3CN2C1=O | 17 | -1.5 | -6 | 0 | -1 | -3.6 | -3 | · | -4 | 10
Nc1nc(NCc2ccco2)nc(NCCO)c1[N+](=O)[O-] | 1 | 0.0 | -3 | -2 | -1 | -0.2 | 12 | -1 | -4 | -19

Random draw from the library (roughly 2.8% active in at least one column).
